# Screening data: PubChem BioAssay, National Center for Advancing Translational Sciences (NCATS)
# AmpC no deterg: qHTS Inhibitors of AmpC Beta-Lactamase (assay without detergent); Potency, µM (top dose mostly 57.1 µM), for inactives: at the top dose activity change, negative = inhibition, actives largely listed as inhibitors; AmpC nitrocefin hydrolysis, absorbance 480 nm, 0.0001% Triton; P00811; 0.52% of 330,000 active;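 further: potency means the concentration at half of the fitted maximal effect; plate controls were no compound for no effect and no enzyme for full effect; nearly all actives have a fitted effect of over 20% in size; some results filed as inactive show a strong effect at the top dose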
# Target sequence (P00811 whole entry, looked up): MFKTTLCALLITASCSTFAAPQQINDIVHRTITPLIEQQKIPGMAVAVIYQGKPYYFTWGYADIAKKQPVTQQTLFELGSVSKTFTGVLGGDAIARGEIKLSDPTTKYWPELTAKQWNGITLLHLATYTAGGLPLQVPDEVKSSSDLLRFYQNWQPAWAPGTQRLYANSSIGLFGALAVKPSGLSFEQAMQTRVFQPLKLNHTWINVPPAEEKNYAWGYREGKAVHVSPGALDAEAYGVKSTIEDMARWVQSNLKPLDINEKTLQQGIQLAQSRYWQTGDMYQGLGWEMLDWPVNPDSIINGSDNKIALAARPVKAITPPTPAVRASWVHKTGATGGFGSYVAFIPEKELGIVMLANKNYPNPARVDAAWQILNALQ
#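 AmpC (5.3 nM in the dispensed reagent) in 20 mM phosphate pH 7.0 with 0.01% (detergent screen) or 0.0001% Triton X-100 was preincubated with compounds for 15 min at room temperature. Nitrocefin was then added from an 800 uM solution, and hydrolysis was followed at 480 nm.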
# HCV inhibitor: qHTS Assay for Inhibitors of Hepatitis C Virus (HCV); 3.4% of 340,000 active; Huh7.5.1 HCVcc-Cre infection, luciferase reporter, 44 h; AID 651820, 2012; Potency, µM (highest dose often 41.8 µM), inactives show top-dose activity change, negative = inhibition, most hits filed as inhibitors; further: potency means the concentration at half of the fitted maximal effect
#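 HCVcc-Cre virus at an moi near 0.5 was added right after compound to cells cultured 4 h from seeding (1,000 cells/well). Luciferase activity was determined 44 h later, 15 min after substrate addition at RT.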
# Giardia FBPA inh: qHTS Assay for Inhibitors of Fructose-1,6-bisphosphate Aldolase from Giardia Lamblia; A8B2U2; purified Giardia FBPA; Potency, µM (titrated, usually from 59.6 µM), for the others: at the highest dose activity, negative = inhibition, usual class: inhibitors; 0.71% of 290,000 active; further: potency means the concentration at half of the fitted maximal effect; nearly all actives have a fitted effect of over 55% in size
# Target sequence (A8B2U2 whole entry, looked up): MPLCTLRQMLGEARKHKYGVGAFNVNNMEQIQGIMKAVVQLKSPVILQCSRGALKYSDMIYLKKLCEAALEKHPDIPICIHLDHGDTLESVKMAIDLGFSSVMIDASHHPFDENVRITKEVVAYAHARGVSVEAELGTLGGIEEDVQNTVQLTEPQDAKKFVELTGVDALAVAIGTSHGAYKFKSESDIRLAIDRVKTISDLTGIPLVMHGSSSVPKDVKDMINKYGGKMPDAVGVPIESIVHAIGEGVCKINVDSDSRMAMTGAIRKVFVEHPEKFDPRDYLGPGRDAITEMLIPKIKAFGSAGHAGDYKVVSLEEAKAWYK
#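 40 nM FBPA preincubated 10 min at RT with compound (up to 57.5 uM final), then substrate plus GAPDH/TPI/NAD/arsenate coupling and diaphorase/resazurin added. Fluorescence read after 20 min at RT, 525/598 nm.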
# HCMV inh: qHTS Assay for inhibitors of the human cytomegalovirus (HCMV). activity change, negative = inhibition, % at 57.5 µM. 4.5% of 410,000 active. AID 1259415, 2018. HFF cells, HCMV-luciferase reporter, 72 h; hits give low values; in the data active means activity change below about -60%; inconclusive means no clear call, values can overlap the other calls; inactive means above about -39%
#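 Cell-based, HFFs, 1000 cells/well, 16 h 37C; cpds in DMSO + HCMV-luc, MOI 1 PFU/cell; 72 h 37C; OneGlo luminescence after 5 min RT; norm. to buffer vs Salinomycin 10uM.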
# AmpC inh detg: qHTS Inhibitors of AmpC Beta-Lactamase (assay with detergent); P00811; AmpC hydrolysis of nitrocefin, absorbance 480 nm, 0.01% Triton; Potency, µM (doses to about 114 µM), for the others: at the highest dose activity change, negative = inhibition, hits mostly inhibitors; 0.041% of 370,000 active;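 further: potency means the concentration at half of the fitted maximal effect; 0% = no-compound wells and -100% = no-enzyme wells; nearly all actives have a fitted effect of over 25% in size; some results filed as inactive show a strong effect at the top dose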
#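 20 mM phosphate pH 7.0 + 0.01% (detergent screen) or 0.0001% Triton X-100; 5.3 nM AmpC reagent; cpd preinc 15 min RT; nitrocefin (800 uM stock) to start; A480 q20 s × 4 min; Activity was normalised to no-enzyme and no-compound control wells.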
# Sm TGR block: qHTS Assay for the Inhibitors of Schistosoma Mansoni Peroxiredoxins; Schistosoma mansoni thioredoxin glutathione reductase (TGR), Q962Y6; purified TGR, DTNB reduction, TNB absorbance 405 nm; Potency, µM (top dose mostly 114 µM), without a hit: at the top dose activity change, negative = inhibition, most hits filed as inhibitors; 3% of 360,000 active; AID 485364, 2010; further: potency means the concentration at half of the fitted maximal effect; nearly all actives have a fitted effect of over 60% in size
#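 TGR 20 nM + NADPH 100 uM (dispensed conc.), cpd preinc 15 min RT; start with NADPH (500 uM addition) then DTNB (15 mM addition). Kinetic TNB absorbance, 405 nm filter. Four-parameter Hill fit across titration.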
# * = called active by the depositor; u = inconclusive; x = no result given; [ ] = remark or other dose. Unless noted, the call rests on the fitted dose curve; in most records, active means well fitted curve in the direction sought with a large enough effect; inconclusive means small, poorly fitted or top-dose-only effect, or another doubt; inactive means no such curve, though single readings can be large; an effect the other way counts as inactive or inconclusive. Unless noted, on the % scale 0 is the no-effect control and ±100 the full control effect.
# Screens in order – AmpC no deterg, HCV inhibitor, Giardia FBPA inh, HCMV inh, AmpC inh detg, Sm TGR block
- COc1ccc(C2CC(c3ccc(Br)cc3)=NN2C(=O)c2cccnc2)cc1 (centres undefined)
    94%[activator], u, 6%, -15, 9%, -4%
- CCN(C(=O)Cn1ccc(C(F)(F)F)n1)c1c(N)n(Cc2ccccc2)c(=O)[nH]c1=O
    -13%, 14%, x, 2, u, -19%
- CCOCCc1nnc(NC(=O)Cc2ccccc2)s1
    -18%, -17%, 5%, 0, 3%, -2%
- CCNC(=S)NCc1ccco1
    -14%, 7%, -3%, 21, 0%, 5%
- Cc1noc(C)c1CCC(=O)O
    1%, 24%, 0%, -26, 4%, x
- CC[n+]1c(/C=C/C=C/c2ccc(N(C)C)cc2)sc2ccccc21
    -4%, 2.8µM*, -2%, -110*, 8%, u
- Clc1ccc(N2CCN(c3ncnc4c3oc3ccccc34)CC2)cc1
    -7%, -8%, 2%, 5, -5%, 1%
- O=C(Cn1ccc2ccccc2c1=O)NCC(=O)Nc1ccc(F)cc1F
    -8%, -7%, 4%, 0, 4%, 7%
- CCOC(=O)c1ccc(NC(=O)COc2ccc(S(=O)(=O)N3CCCC3)cc2)cc1
    -21%, u, -2%, -34, -6%, 4%
- CCOC(=O)C1=C(C)N(C)C(=S)NC1c1ccccc1Cl (centres undefined)
    -47%, 18%, 0%, -17, -4%, 3%
- COc1ccc(NC(=O)C2C3C=CC(C3)C2C(=O)NCc2ccco2)c(OC)c1 (centres undefined)
    -12%, 12%, 0%, -6, 2%, -22%
- CC(C)(C)c1cc(CN2CCCC(O)C2)c(O)c(C(C)(C)C)c1 (centres undefined)
    182%[activator], u, -8%, u, 4%, -24%
- O=C(OCC(=O)C12CC3CC(CC(C3)C1)C2)c1cnccn1
    27%, 8%, x, 1, 0%, 2%
- O=c1/c(=C/c2ccco2)sc2nc(-c3ccccc3Br)nn12
    -58%, 3%, -10%, 20, -9%, u
- Cc1ccc(S(=O)(=O)N2CCN(C(=O)COC(=O)/C=C/c3ccccc3[N+](=O)[O-])CC2)c(C)c1
    2%, u, x, u, -2%, 3%
- CCOC(=O)CC1ON(C)C(=O)N1c1ccc([N+](=O)[O-])cc1 (centres undefined)
    -17%, 23%, 3%, -20, 1%, -6%
- Cn1c(N)c(C#N)c(C#N)c1-c1ccccc1
    -21%, 1%, -3%, u, 0%, 5%
- Cc1cc(C)n2nc(-c3ccco3)nc2n1
    -7%, 23%, 0%, 32, 7%, 2%
- COc1ccc(C/C(N)=N/OC(=O)c2ccc(Cl)cc2)cc1
    -11%, -1%, 7%, u, 3%, 0%
- CCCCn1c(SCC(=O)NC(=O)Cc2ccccc2)nc2ccccc2c1=O
    -22%, u, x, -23, 0%, -9%
- FC(F)Oc1ccc(NC(=S)Nc2ccc3cn[nH]c3c2)cc1
    -34%, u, -29%, u, 6%, 5%
- O=C(C1CCN(S(=O)(=O)Cc2ccccc2)CC1)N1CCN(c2ccccc2F)CC1
    x, x, x, 2, 16%, -2%
- CCN1CCN(c2nc3c(c(=O)[nH]c(=O)n3C)n2CCCc2ccccc2)CC1
    11%, 16%, 1%, u, -1%, -2%[57.1 µM]
- O=C(N/N=C/c1cccs1)c1c[nH]c2ccccc12
    -33%, 13%, -1%, 79, u, -15%
- CCCC(=O)OCC(=O)Nc1cc(Cl)ccc1[N+](=O)[O-]
    -16%[11.4 µM], 4%, 5%, -12, u, 3%
- C=CCn1c(=O)c2ccccc2n2c(SCC(=O)Nc3sc(C)c(CC)c3C(=O)OCC)nnc12
    -32%, u, -1%, 9, 2%, -5%
- CCOc1ccc(CNC(=O)c2ccc3c(Cl)c4c(nc3c2)CCCC4)cc1
    x, x, x, -9, -5%, 2%
- COc1ccc(N2CCN(C(=O)c3nc(SC)ncc3Cl)CC2)cc1
    x, x, x, -18, 14%, -2%
- Cc1ccc(C)c(N2CCN(C(=O)C(Cc3ccccc3)n3cccc3)CC2)c1 (centres undefined)
    -14%, u, 0%, -6, -22%, -2%
- CCOC(=O)CSc1nc2sc3c(c2c(=O)n1-c1ccc(OC)cc1)CCN(C)C3
    81%[activator], u, -23%, -38, 0%, -17%

# Profiles as entered above:
# `CCOc1ccc(CNC(=O)c2ccc3c(Cl)c4c(nc3c2)CCCC4)cc1` reads AmpC no deterg = x; HCV inhibitor = x; Giardia FBPA inh = x; HCMV inh = -9; AmpC inh detg = -5%; Sm TGR block = 2%
# `Cc1ccc(S(=O)(=O)N2CCN(C(=O)COC(=O)/C=C/c3ccccc3[N+](=O)[O-])CC2)c(C)c1` reads AmpC no deterg = 2%; HCV inhibitor = u; Giardia FBPA inh = x; HCMV inh = u; AmpC inh detg = -2%; Sm TGR block = 3%

# Quoted from the listing, six compounds:
# Screens in order – AmpC no deterg, HCV inhibitor, Giardia FBPA inh, HCMV inh, AmpC inh detg, Sm TGR block
- CCCC(=O)OCC(=O)Nc1cc(Cl)ccc1[N+](=O)[O-]
    -16%[11.4 µM], 4%, 5%, -12, u, 3%
- C=CCn1c(=O)c2ccccc2n2c(SCC(=O)Nc3sc(C)c(CC)c3C(=O)OCC)nnc12
    -32%, u, -1%, 9, 2%, -5%
- CCOc1ccc(CNC(=O)c2ccc3c(Cl)c4c(nc3c2)CCCC4)cc1
    x, x, x, -9, -5%, 2%
- COc1ccc(N2CCN(C(=O)c3nc(SC)ncc3Cl)CC2)cc1
    x, x, x, -18, 14%, -2%
- Cc1ccc(C)c(N2CCN(C(=O)C(Cc3ccccc3)n3cccc3)CC2)c1 (centres undefined)
    -14%, u, 0%, -6, -22%, -2%
- CCOC(=O)CSc1nc2sc3c(c2c(=O)n1-c1ccc(OC)cc1)CCN(C)C3
    81%[activator], u, -23%, -38, 0%, -17%

# New compounds follow.
# Screens in order – AmpC no deterg, HCV inhibitor, Giardia FBPA inh, HCMV inh, AmpC inh detg, Sm TGR block
- CN(CC(=O)Nc1ccc(Cl)c(C(F)(F)F)c1)C(=O)/C=C/c1ccco1
    -13%, -2%, -2%, -23, -9%, -3%
- Cc1ccc(CNC(=O)c2oc3ccc(S(=O)(=O)N4CCC(C)CC4)cc3c2C)cc1
    x, x, x, -21, 0%, 0%
- CN(C)C(=O)CCSc1nnc(-c2ccco2)o1
    -7%, 5%, -1%, 40, -5%, -6%
- CCN(CC)CC(=O)c1ccc(-c2ccccc2)cc1
    -17%, -5%, 10%, -21, -17%, u
- C[C@H](NC(=O)c1nc[nH]c1C(=O)NC(c1ccccc1)c1ccccc1)C(=O)OCc1ccccc1
    -2%, 6%, -8%, 22, -6%, -9%
- CCOC(=O)/C(=N\Nc1ccccc1)N1CC1
    -17%, -7%, 2%, -30, 1%, -2%
- O=C(NCCN1CCNC1=O)C1CCC(=O)N(CCc2ccccc2)C1 (centres undefined)
    -6%, x, 1%, -35, 1%, -23%
- CCCN(CC1CC1)C(=S)NC(=O)c1ccccc1Br
    -25%, 11%, x, 9, 6%, -1%
- CC(C)NC(=O)C12CC3CC(C1)CC(n1cnc(Cl)n1)(C3)C2
    -9%, 8%, 2%, 0, 2%, 0%
- Cc1ccc(O)c(CCc2ccc(O)cc2)n1
    1%, 9%, -7%, 8, 2%, -24%
- O=[N+]([O-])c1ccccc1S(=O)(=O)N1CCN(Cc2ccc3c(c2)OCO3)CC1
    -13%, 13%, u, -31, u, 9%
- CCCCCC(=O)NC(=S)Nc1cccc(-c2nc3ncccc3o2)c1
    -19%, -15%, 0%, -8, -5%, -29%
- Cc1cc(Nc2ccc(Cl)cc2)nc(NCc2ccccc2)n1
    -1%[2.29 µM], u, -3%, -31, -11%, 0%
- COCCCNc1c2c3c(cccc3[nH]c1=O)C(=O)c1ccccc1-2
    2%, u, -16%, -24, u, -5%
- CCCCCc1cc(=O)oc2c(C(CCN3CCCC3)c3ccc(N(C)C)cc3)c(OC)cc(OC)c12 (centres undefined)
    206%[activator], -16%, 0%, 4, -5%, -25%
- Fc1cccc(NC(=S)Nc2cccc3ccccc23)c1
    2%, u, x, 5, 9%, -14%
- COc1cc(/C=N/NC(=S)Nc2cccc(C(=O)O)c2)cc(OC)c1OC
    -14%, 8%, u, 26, 3%, -2%
- CCS(=O)(=O)N1CCC(C(=O)NCc2ccc(OC)cc2OC)CC1
    -16%, 17%, 8%, 18, 7%, 20%
- O=c1[nH]c(=S)n(Cc2ccc(F)cc2)c(O)c1C=NCC1CCCO1 (centres undefined)
    3%, -6%, -6%, 30, u, -1%
- Cc1cccc(NC(=O)c2oc3ccccc3c2NC(=O)Cc2coc3cc(C)cc(C)c23)c1
    x, x, x, -4, 19%, 0%
- CCOc1ccc(S(=O)(=O)N2CCOCC2)cc1NC(=O)Cc1c(F)cccc1Cl
    u, u, x, u, u, 7%
- CCOc1ccc(N(C)S(=O)(=O)c2ccc3[nH]cc(C(=O)NCCOC)c(=O)c3c2)cc1
    186%[activator], -27%, 4%, -18, 4%, 1%
- Cc1ccc(NC(=O)CN2C(=O)COc3ccc(S(=O)(=O)N4CCCCCC4)cc32)cc1Cl
    x, x, x, -84*, 20%, -4%
- COC(=O)c1ccc2c(=O)n(Cc3ccc4c(c3)OCO4)c(=S)[nH]c2c1
    -5%, 3%, 11%, -37, -1%, 1%
- c1ccc(CN2CCN(c3ncccn3)CC2)cc1
    -10%, 10%, u, -17, -6%, 11%
- Cc1noc(C)c1S(=O)(=O)N(C)C[C@H]1Oc2ccc(NC(=O)Cn3cnnn3)cc2C(=O)N([C@H](C)CO)C[C@@H]1C
    33%, 29%, x, 23, x, x
- CC(C)CC(c1nnnn1Cc1ccc2c(c1)OCO2)N1CCC(C(N)=O)CC1 (centres undefined)
    17%, 4%, 5%, -25, -7%, x
- COc1ccc(C(=O)NNC(=O)OC(C)(C)C)cc1
    -13%, 12%, 4%, -32, 6%, 0%
- CCOc1ccccc1N/C=C(\C#N)c1nc2ccccc2n1C
    -17%, u, 5%, 184, -1%, -3%
- N#Cc1nc(COc2cccc(Cl)c2)oc1N1CCCC1
    -9%, u, 4%, -9, u, 6%
- COCCN(CC1CCCN(C2Cc3ccccc3C2)C1)C(=O)CCC(F)(F)F (centres undefined)
    11%, -11%, 15%, 125, -14%, u
- CCOc1ccc(S(=O)(=O)N2CCCC(C(=O)NCc3ccco3)C2)cc1 (centres undefined)
    -1%, -6%, x, 12, 7%, -12%
- COc1ccccc1CC(=O)N1CCN(c2ccccn2)CC1
    -8%, -6%, 2%, -73*, 2%, -1%
- O=C1NC(=S)N(C(=O)c2ccc(F)cc2)/C1=C/c1ccccc1
    -35%, -12%, -9%, -18, -5%, -3%
